Source: PubChem BioAssay (Broad Institute)
U2OS ROS induce = cancer cell ROS induction | U2OS ROS induction, H2DCF-DA fluorescence | ROS induction (% of piperlongumine), % at 10 µM | actives 2% (n = 46,000) | AID 624156; in the data active = ROS induction above about 79%, passing the limit was not always enough;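 also: 0% = DMSO vehicle median and 100% = reference compound median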
An asterisk follows results filed as active. The list is partial, so the mix of outcomes need not match the whole.

SMILES	U2OS ROS induce
CCCCCC1OC2=C(C(=O)N(OC)C2CSCC(O)C(=O)O)C(O)C1(C)O (stereo unspecified)	6
N#Cc1c(NC(=O)CSc2nc(-c3ccccc3)cc(C(F)(F)F)n2)sc2c1CCCCC2	63
C[C@@H]1CN([C@@H](C)CO)C(=O)Cc2cc(NC(=O)Nc3ccc4c(c3)OCO4)ccc2O[C@@H]1CN(C)S(=O)(=O)c1ccccc1	-2
Cc1noc(C)c1NC(=O)Nc1ccc2c(c1)C(=O)N([C@H](C)CO)C[C@H](C)[C@H](CN(C)CC1CCCCC1)O2	-12
COC(=O)N(C)C[C@H]1OCc2cnnn2CCCC(=O)N([C@@H](C)CO)C[C@H]1C	-2
C[C@@H]1CCCCO[C@H](CN(C)Cc2ccncc2)[C@@H](C)CN([C@H](C)CO)C(=O)c2cc(NC(=O)c3ccccc3)ccc2O1	21
COc1ccc(C#Cc2cnc3c(c2)C(=O)N([C@H](C)CO)C[C@H](C)[C@H](CN(C)C(=O)Nc2c(C)noc2C)O3)cc1OC	24
COc1ccc(CN(C)C[C@H]2Oc3ccc(NS(=O)(=O)c4cccs4)cc3CC(=O)N([C@@H](C)CO)C[C@H]2C)cc1	10
C[C@H](CO)N1C[C@H](C)[C@H](CN(C)C(=O)Nc2ccc(F)cc2)Oc2ccc(NC(=O)Nc3cccc4ccccc34)cc2C1=O	15
CC(C)NC(=O)N(C)C[C@@H]1Oc2c(NC(=O)CCCCCC(=O)Nc3ccccc3N)cccc2C(=O)N([C@@H](C)CO)C[C@H]1C	-5
COc1ccc(NC(=O)CN(C)S(=O)(=O)c2cc(Cl)ccc2Cl)cc1Cl	-2
Cc1ccc(S(=O)(=O)N(C)C[C@@H]2Oc3ccc(NC(=O)C4CC4)cc3C(=O)N([C@H](C)CO)C[C@H]2C)cc1	-16
O=C(CN1C(=O)c2ccccc2S1(=O)=O)N1CCOCC1	-4
C[C@H](CO)N1C[C@H](C)[C@H](CN(C)C(=O)Nc2ccc(C(F)(F)F)cc2)Oc2ccc(NS(=O)(=O)c3cn(C)cn3)cc2CC1=O	125*
COc1ccc(S(=O)(=O)Nc2ccc3c(c2)CC(=O)N([C@@H](C)CO)C[C@H](C)[C@@H](CN(C)S(=O)(=O)c2ccc(Cl)cc2)O3)cc1	7
CC(C)(C)c1ccc(NC(=O)CCSc2nnnn2-c2ccccc2)cc1	-13
Cc1cc2c(cc3c(=O)n(CC(=O)NCCN4CCOCC4)ncn32)s1	-3
COc1ccc(NC(=O)Nc2ccc3c(c2)C(=O)N([C@@H](C)CO)C[C@H](C)[C@H](CN(C)Cc2ccc(-c4ccccc4)cc2)O3)cc1	23
COC(=O)c1ccc(/C=N/NC(=O)c2cccc(C(=O)NO)c2)cc1	-16
C[C@H](CO)N1C[C@H](C)[C@@H](CN(C)S(=O)(=O)c2cn(C)cn2)OCc2cn(nn2)CCCC1=O	-32
CC(C)c1ccc(NC(=O)CSc2nnc(-c3ccc(Cl)c(Cl)c3)n2C)cc1	-6
O=C(CC(C(=O)O)N1CCOCC1)Nc1ccc(Cl)cc1 (stereo unspecified)	-8
Cc1ccc(NC(=O)Cn2c([N+](=O)[O-])cnc2C)cc1C	5
O=C1c2ccccc2-c2n[nH]c(=O)c3ccc(N4CCOCC4)c1c23	11
C[C@@H]1CN([C@@H](C)CO)C(=O)c2cccc(NC(=O)C3CCOCC3)c2O[C@H]1CN(C)C(=O)NC1CCCCC1	1
Following part:
SMILES	U2OS ROS induce
C[C@@H]1CN([C@H](C)CO)C(=O)c2cc(NC(=O)Cc3ccccc3)ccc2O[C@H]1CN(C)S(=O)(=O)c1cn(C)cn1	25
CC1CCCCN1C(=O)c1cccs1 (stereo unspecified)	-10
C[C@H](CO)N1C[C@H](C)[C@H](CN(C)S(=O)(=O)c2cccs2)Oc2c(NS(=O)(=O)c3ccc(F)cc3)cccc2C1=O	-16
Cc1ccc(NC(=O)CCCn2cc([N+](=O)[O-])cn2)cc1C	-15
C[C@H](CO)N1C[C@H](C)[C@H](CN(C)Cc2ccncc2)Oc2ncc(C#Cc3ccccc3)cc2C1=O	13
C[C@@H]1CN([C@H](C)CO)C(=O)c2cc(NS(C)(=O)=O)ccc2O[C@@H]1CN(C)C(=O)Nc1ccc(F)cc1	-16
COc1cc(C)c(Br)cc1S(=O)(=O)NCc1ccco1	-13
C[C@H](CO)N1C[C@H](C)[C@H](CN(C)C(=O)NC2CCCCC2)Oc2c(NC(=O)Nc3ccccc3)cccc2C1=O	2
Cc1noc(C)c1S(=O)(=O)Nc1ccc2c(c1)C(=O)N([C@@H](C)CO)C[C@H](C)[C@@H](CN(C)C(=O)Nc1ccccc1)O2	-14
Cc1ccc2c(=O)cc(-c3ccc(F)cc3)oc2c1	31
COc1ccc(NC(=O)Nc2ccc3c(c2)C(=O)N([C@H](C)CO)C[C@H](C)[C@@H](CN(C)S(C)(=O)=O)O3)cc1	-5
C[C@@H]1CN([C@@H](C)CO)C(=O)c2cccc(NC(=O)Nc3ccc(F)cc3)c2O[C@H]1CN(C)S(=O)(=O)c1cccs1	-6
O=C(NC(=O)c1csc(-c2ccc(C(F)(F)F)cc2Cl)n1)Nc1ccc(F)cc1	-8
Cc1ccc(N2C(=O)c3ccccc3C2C(=O)c2ccc(C)cc2O)cc1 (stereo unspecified)	3
CCOC(=O)c1sc(NC(=S)Nc2ccc3c(c2)OCCO3)c(C(=O)OCC)c1C	-2
COc1ccc(OC(C)C(=O)Nc2cc3oc4ccccc4c3cc2OC)cc1 (stereo unspecified)	-3
C[C@@H]1CN([C@H](C)CO)C(=O)Cc2cc(NC(=O)CCC(F)(F)F)ccc2O[C@H]1CN(C)Cc1ccc(C(=O)Nc2ccccc2N)cc1	9
CNC[C@@H]1OCCCC[C@@H](C)Oc2ccc(NC(=O)Nc3ccc(C(F)(F)F)cc3)cc2C(=O)N([C@H](C)CO)C[C@@H]1C	-3
COc1ccc(NC(=O)Nc2cccc3c2O[C@H](CN(C)S(=O)(=O)c2cccs2)[C@H](C)CN([C@H](C)CO)C3=O)cc1	-2
CN1C(=O)CC(n2c(CO)nc3ccccc32)C1=O (stereo unspecified)	-5
C[C@@H]1CN([C@@H](C)CO)C(=O)c2cc(NS(C)(=O)=O)ccc2O[C@@H]1CN(C)S(=O)(=O)c1ccc(F)cc1	5
Cn1c(=O)c2c(nc(NCc3cccnc3)n2Cc2cccc(Br)c2)n(C)c1=O	15
COc1ccc(NC(=O)N(C)C[C@@H]2Oc3ccc(NS(=O)(=O)c4ccc(F)cc4)cc3C(=O)N([C@@H](C)CO)C[C@H]2C)cc1	8
C[C@@H]1CN([C@@H](C)CO)C(=O)c2cccc(NS(C)(=O)=O)c2O[C@@H]1CN(C)Cc1ccc(-c2ccccc2)cc1	4
COc1ccc(OC)c(NC(=O)CSc2nc(C)cc(C)n2)c1	-2
Other records
SMILES	U2OS ROS induce
COc1ccc(NC(=O)N(C)C[C@H]2OCCCC[C@@H](C)Oc3ccc(NC(=O)CCCN(C)C)cc3C(=O)N([C@H](C)CO)C[C@@H]2C)cc1	-11
Cc1noc(C)c1S(=O)(=O)N(C)C[C@@H]1Oc2ccc(NC(=O)Nc3cccc4ccccc34)cc2CC(=O)N([C@H](C)CO)C[C@H]1C	20
C[C@@H]1CCCCO[C@H](CN(C)S(=O)(=O)c2ccc(F)cc2)[C@@H](C)CN([C@H](C)CO)C(=O)c2cc(NC(=O)Nc3cccc4ccccc34)ccc2O1	12
C[C@H]1CN([C@@H](C)CO)C(=O)Cc2cc(NS(=O)(=O)c3cccs3)ccc2O[C@H]1CN(C)CC1CCCCC1	74
COc1ccc(NC(=O)N(C)C[C@H]2Oc3ccc(NC(=O)CCN4CCOCC4)cc3C(=O)N([C@H](C)CO)C[C@@H]2C)cc1	-3
Cn1c(=O)c2c(nc(SCC(=O)Nc3ccccc3F)n2Cc2ccccc2)n(C)c1=O	11
CN(C)CCOC(c1ccccc1)c1ccccc1	9
C[C@H](CO)N1C[C@H](C)[C@@H](CN(C)S(=O)(=O)c2ccc(Cl)cc2)Oc2ccc(NC(=O)c3ccncc3)cc2C1=O	-1
CCc1ccccc1NC(=O)C(CC)n1c2ccccc2c2nc(=O)cc(C)n21 (stereo unspecified)	2
Cc1nc(-c2ccccc2O)n(CCN2CCOCC2)n1	-4
CCOC(=O)N1CCc2c(sc3c2c(=O)n(Cc2ccccc2)c(=O)n3CC(=O)NC(C)CC)C1 (stereo unspecified)	32
C[C@@H]1CN([C@H](C)CO)C(=O)Cc2cc(NS(=O)(=O)c3ccc(Cl)cc3)ccc2O[C@H]1CN(C)Cc1ccc(Oc2ccccc2)cc1	17
C[C@@H]1CN([C@H](C)CO)C(=O)Cc2cc(NC(=O)CCN3CCOCC3)ccc2O[C@@H]1CN(C)S(C)(=O)=O	-7
CC(C)NC(=O)N(C)C[C@H]1Oc2ccc(NS(=O)(=O)c3ccc(Cl)cc3)cc2C(=O)N([C@H](C)CO)C[C@@H]1C	-11
Cc1c(O)c(C(=O)c2nn[nH]n2)c(=O)n(-c2ccccc2)c1-c1ccccc1	37
Cc1ccc(-n2ncc3c2ncn2nc(Cc4ccccc4)nc32)cc1	7
Cc1onc(-c2ccccc2Cl)c1C1=NCCO1	-9
Cc1ccc(-c2nc3ncccc3o2)cc1NC(=O)COc1ccc(C2CCCCC2)cc1	-12
O=C(Nc1ccc(Cl)cc1)Nc1ccc(S(=O)(=O)Nc2ncccn2)cc1	3
C[C@H]1CN([C@@H](C)CO)C(=O)c2cccc(NC(=O)c3cnccn3)c2O[C@H]1CN(C)C(=O)Nc1ccccc1	8
C[C@H]1CN([C@@H](C)CO)C(=O)c2cc(NC(=O)Cc3ccccc3)ccc2O[C@H]1CN(C)C(=O)Nc1cccc2ccccc12	1
C[C@H]1CN([C@@H](C)CO)C(=O)c2cc(NC(=O)CCCN(C)C)ccc2O[C@H]1CN(C)CC1CCCCC1	-13
COc1cc2cc(C(=O)O)cc(-c3ccc(C)cc3)c2cc1OC	2
C[C@@H]1CN([C@H](C)CO)C(=O)Cc2cc(NC(=O)Cc3cn(C)c4ccccc34)ccc2O[C@H]1CN(C)S(C)(=O)=O	29
COc1ccc(C)cc1NC(=O)NCc1ccco1	1

3 structures already listed, arranged by length of the SMILES, low to high.
SMILES	U2OS ROS induce
COc1ccc(OC)c(NC(=O)CSc2nc(C)cc(C)n2)c1	-2
Cc1ccc(-n2ncc3c2ncn2nc(Cc4ccccc4)nc32)cc1	7
C[C@@H]1CN([C@H](C)CO)C(=O)Cc2cc(NC(=O)Cc3cn(C)c4ccccc34)ccc2O[C@H]1CN(C)S(C)(=O)=O	29

(continued)
SMILES	U2OS ROS induce
Cc1noc(C)c1S(=O)(=O)Nc1ccc2c(c1)CC(=O)N([C@@H](C)CO)C[C@@H](C)[C@@H](CN(C)CC1CCCCC1)O2	0
COC(=O)c1cccc(OCC(O)Cn2ccnc2)c1 (stereo unspecified)	-8
Cc1ccc(NC(=O)CC2NC3CCCCC3NC2=O)cc1Cl (stereo unspecified)	22
O=C1NCCN/C1=C/C(=O)c1ccc(Br)cc1	3
C[C@@H]1CN([C@H](C)CO)C(=O)c2cccc(NS(=O)(=O)c3ccc(F)cc3)c2O[C@@H]1CN(C)C(=O)Nc1ccc(C(F)(F)F)cc1	20
C/C1=C/CC/C(CO)=C\[C@H]2OC(=O)C(CN3CCCC3C(=O)O)[C@@H]2[C@@H](OC(=O)C(C)CO)C1 (stereo partly specified)	132*
C[C@@H]1CCCCO[C@H](CN(C)S(=O)(=O)c2ccc(Cl)cc2)[C@@H](C)CN([C@H](C)CO)C(=O)c2cc(NS(=O)(=O)c3ccccc3)ccc2O1	34
CC(C)NC(=O)Nc1ccc2c(c1)C(=O)N([C@@H](C)CO)C[C@H](C)[C@@H](CN(C)S(=O)(=O)c1ccc(F)cc1)O2	-6
C[C@@H]1CN([C@@H](C)CO)C(=O)c2cccc(NS(=O)(=O)c3ccccc3)c2O[C@@H]1CN(C)Cc1ccc(C(=O)Nc2ccccc2N)cc1	36
CS(=O)(=O)N(CC(=O)NC1CC2CCC1C2)c1cc(Cl)cc(Cl)c1 (stereo unspecified)	3
COC(=O)COc1cccc(NC(=O)c2cc(OC)c(OC)c(OC)c2)c1	5
COc1ccc(-c2cc(C)nc(SCC(=O)N3c4ccccc4Sc4ccccc43)n2)cc1	-4
C[C@H]1CN([C@@H](C)CO)C(=O)c2cc(NS(C)(=O)=O)ccc2O[C@H]1CN(C)C(=O)Nc1ccc(C(F)(F)F)cc1	-9
C[C@@H]1CN([C@@H](C)CO)C(=O)c2cc(NS(C)(=O)=O)ccc2O[C@@H]1CN(C)Cc1ccc(C(F)(F)F)cc1	1
O=C1/C(=C/c2ccc(O)cc2)SC(=S)N1CCc1ccccc1	127*
CNC[C@H]1Oc2ccc(NS(=O)(=O)c3ccc(F)cc3)cc2C(=O)N([C@@H](C)CO)C[C@@H]1C	2

Compounds from the list above with a thiophene ring, fused or not:
SMILES	U2OS ROS induce
N#Cc1c(NC(=O)CSc2nc(-c3ccccc3)cc(C(F)(F)F)n2)sc2c1CCCCC2	63
COc1ccc(CN(C)C[C@H]2Oc3ccc(NS(=O)(=O)c4cccs4)cc3CC(=O)N([C@@H](C)CO)C[C@H]2C)cc1	10
Cc1cc2c(cc3c(=O)n(CC(=O)NCCN4CCOCC4)ncn32)s1	-3
CC1CCCCN1C(=O)c1cccs1 (stereo unspecified)	-10
C[C@H](CO)N1C[C@H](C)[C@H](CN(C)S(=O)(=O)c2cccs2)Oc2c(NS(=O)(=O)c3ccc(F)cc3)cccc2C1=O	-16
C[C@@H]1CN([C@@H](C)CO)C(=O)c2cccc(NC(=O)Nc3ccc(F)cc3)c2O[C@H]1CN(C)S(=O)(=O)c1cccs1	-6
CCOC(=O)c1sc(NC(=S)Nc2ccc3c(c2)OCCO3)c(C(=O)OCC)c1C	-2
COc1ccc(NC(=O)Nc2cccc3c2O[C@H](CN(C)S(=O)(=O)c2cccs2)[C@H](C)CN([C@H](C)CO)C3=O)cc1	-2
C[C@H]1CN([C@@H](C)CO)C(=O)Cc2cc(NS(=O)(=O)c3cccs3)ccc2O[C@H]1CN(C)CC1CCCCC1	74
CCOC(=O)N1CCc2c(sc3c2c(=O)n(Cc2ccccc2)c(=O)n3CC(=O)NC(C)CC)C1 (stereo unspecified)	32
